FEN1 inh: human FEN1 inhibition; Potency, µM (top dose mostly 114 µM), inactives show top-dose activity change, negative = inhibition, most hits filed as inhibitors; AID 588795; P39748; 390,000 tested, 0.35% active; Recombinant FEN1 flap cleavage, fluorescence, 15 min; also: nearly all actives have a fitted effect of over 65% in size
Target sequence (P39748 whole entry, looked up): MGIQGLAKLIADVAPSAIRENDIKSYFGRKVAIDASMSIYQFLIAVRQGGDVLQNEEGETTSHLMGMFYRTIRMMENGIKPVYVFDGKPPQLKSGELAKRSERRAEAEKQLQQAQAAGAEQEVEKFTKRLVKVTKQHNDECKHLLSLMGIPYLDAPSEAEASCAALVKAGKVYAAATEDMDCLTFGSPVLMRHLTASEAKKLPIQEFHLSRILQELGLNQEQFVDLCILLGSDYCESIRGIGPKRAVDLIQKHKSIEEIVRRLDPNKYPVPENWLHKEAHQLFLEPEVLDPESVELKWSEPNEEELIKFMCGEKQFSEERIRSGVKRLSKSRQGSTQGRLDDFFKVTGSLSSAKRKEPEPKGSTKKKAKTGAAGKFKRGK
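Quantitative HTS format: each compound was titrated, incubated with 10 nM nuclease for 15 min at room temperature, then challenged with flap substrate at 50 nM final. Signal change over 15 min gave concentration–effect curves.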
N370S GC: N370S glucocerebrosidase modulation, Gaucher chaperone candidate; P04062; N370S GC spleen homogenate, 4MU-glucoside fluorescence; Potency, µM (highest dose often 59.4 µM), inactives show at the highest dose activity change, negative = inhibition, usual class: inhibitors; 330,000 tested, 0.092% active; AID 2101;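 also: 0% = full enzyme activity and -100% = no enzyme basal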
TDP1 cell CPT: growth inhibition of DT40 Tdp1-/-;hTDP1 cells with camptothecin (screen for TDP1 inhibitors); 420,000 tested, 12% active; AID 686979; Potency, µM (doses to about 46.2 µM), for inactives: at the top dose activity change, negative = growth inhibition, hits mostly inhibitors; chicken DT40 Tdp1-/-;hTDP1 cells + 20 nM CPT, ATP luminescence, 48 h; also: nearly all actives have a fitted effect of over 55% in size
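Chicken DT40 Tdp1-/- cells stably complemented with human TDP1 were seeded at 400 cells/well in medium containing 20 nM camptothecin, exposed to pin-transferred compounds, and grown at 37 °C for at least 48 hr. Viability was read as ATP luminescence.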
The depositor's hits bear a star; u = inconclusive; x = no result given; & = joins results of further samples. Calls follow the shape of the dose curve; as a rule, active = well fitted curve in the direction sought with a large enough effect; inconclusive = small, poorly fitted or top-dose-only effect, or another doubt; inactive = no such curve, though single readings can be large; an effect the other way counts as inactive or inconclusive. Unless noted, % is scaled to controls: 0 for no effect and ±100 for the full control effect; potency is read from the fitted curve at half-maximal effect. These rows are one share of the data; count on the stated rates, not on these rows.

The line under a structure holds: TDP1 cell CPT	FEN1 inh	N370S GC
C#CCOCCOCCOCCNc1nc(N2CCN(C(=O)[C@H]([C@@H](C)CC)n3cc(CCC(=O)O)nn3)CC2)nc(N2CCN(C(=O)[C@H](Cc3ccc(O)cc3)n3cc(CCO)nn3)CC2)n1
→ 12%	12%	x
O=C(CCCCCNc1nc(=S)[nH]c2ccccc12)NCCc1c[nH]c2ccccc12
→ 18µM*	0%	-17%
Cc1ccc(S(=O)(=O)NCC2CCC(C(=O)NCc3ccc4c(c3)OCO4)CC2)cc1 (stereo not drawn)
→ u	-1%	-2%
O=C(NCCCN1CCOCC1)c1ccc(CS(=O)(=O)c2cccc(C(F)(F)F)c2)o1
→ 0%	-5%	2%
COc1ccccc1OCc1nc(-c2cccc(C)c2)no1
→ -15%	-14%	x
COc1ccc(OC)c(Cc2nnc(CCC(=O)NC(C3CC3)C3CC3)o2)c1
→ 3%	0%	-2%
COCCNC(=O)/C(C#N)=C/c1ccc(N2CCOCC2)o1
→ -3%	-11%	u
COc1ccc(CCNC(=O)c2c(C)oc3ncn(CC(C)C)c(=O)c23)c(OC)c1
→ 16µM*	-4%	x
Cc1nn(Cc2ccccc2)c(C)c1C(=O)OCC(=O)c1cc(C)n(C2CC2)c1C
→ 23µM*	3%	11%
Cn1c(SCC(=O)Nc2nc3ccccc3s2)ncc(C(=O)Nc2ccc(Cl)cc2)c1=O
→ -8%	1%	x
COc1ccc(CCNC(=O)CCCCC(=O)NCCc2ccc(OC)cc2)cc1
→ 5%	2%	-7%
CCN(C[C@H]1N[C@@](CC)(C(=O)OC)[C@H]2C(=O)N(Cc3ccccc3)C(=O)[C@@H]12)S(=O)(=O)c1ccc(-c2ccccc2)cc1
→ u	-1%	x
O=C(CCSCc1ccccc1Cl)N1CCN(c2cccc(Cl)c2)CC1
→ u	-8%&-22%	-2%
O=C(CSc1ccc2nnc(-c3ccc(Cl)cc3)n2n1)N1CCCC1
→ -22%	-1%	-2%
CC(C)(C)OC(=O)N1CCC(C(=O)Nc2cccc(C(=O)NC3CC3)c2)CC1
→ -24%	-6%	x
O=C(NCCc1ccc(F)cc1)N[C@@H](Cc1ccccc1)C(=O)O
→ 3%	-10%	3%
COc1ccc(CN(Cc2cccn2C)C(=O)c2cc3cc(OC)ccc3[nH]2)cc1
→ u	-9%	3%
COc1ccc2c(c1)C1NC(=S)NC(C)(O2)C1C(=O)Nc1ccccc1C (stereo not drawn)
→ -10%	-12%	17%
Cn1sc(NC(=O)c2ccccc2Cl)nc1=O
→ -3%	-13%	-12%
O=C(NC1CCS(=O)(=O)C1)c1cccs1 (stereo not drawn)
→ 17%	-5%	-6%
C=CCN(c1ccccc1)S(=O)(=O)c1cc2c(cc1C)N(C)CCO2
→ -2%	-15%	0%
OC1CCCN(c2c3c(nc4cc(-c5cccc(Cl)c5)nn24)CCC3)C1 (stereo not drawn)
→ 18µM*	-7%	6%
COc1ccc(-n2nnc3c(=O)n(CC(=O)Nc4cc(C)on4)cnc32)cc1
→ -2%	-2%	7%
COc1ccc(CNC(=O)C2CCN(c3nnc(C)c4c(C)n(-c5ccc(C)cc5)nc34)CC2)cc1
→ u	-10%	x
Cc1cccn2c(=O)c3cc(S(=O)(=O)c4ccc(F)cc4)c(=N)n(Cc4ccco4)c3nc12
→ u	3%	2%
O=C(N/N=C\c1ccc(CNS(=O)(=O)c2ccccc2)o1)C(=O)Nc1ccc(F)cc1
→ u	9%	1%
COc1ccc(N2CCN(c3cc(C)c4cccc(C)c4n3)CC2)cc1
→ u	-10%	1%
COc1ccc(CCN2CC(C(=O)Nc3nnc(Cc4ccccc4)s3)CC2=O)cc1OC (stereo not drawn)
→ 0%	-14%	x
COc1ccc(OC)c(NC(=O)CSc2ccc3nnc(-c4ccccn4)n3n2)c1
→ 1%	12%	-3%
O=[N+]([O-])c1ccc(Cl)cc1N1CCOCC1
→ 0%	1%	5%
COc1ccc(/C=C(\NC(=O)c2ccccc2)C(=O)N2CCC(C)CC2)cc1
→ -23%	2%	-14%
Cc1ccc(C)c(NC(=O)C2CC(O)CN2C(=O)OC(C)(C)C)c1 (stereo not drawn)
→ -11%	2%	-1%
CSCc1ccc(C(=O)NCc2ccccc2)cc1
→ -19%	-1%	8%
Cc1ccc(NC(=O)CSc2nnc(Cn3c(=O)sc4ccccc43)n2C)cc1
→ -17%	22%	1%
Cc1ccc(S(=O)(=O)Nc2cc3c(cc2NCc2ccccc2)n(C)c(=O)n3C)cc1
→ 9.2µM*	-32%	x
Cc1cccc(CNC(=O)c2ccc(NC(=O)N3CC(C)Sc4ccccc43)cc2)c1 (stereo not drawn)
→ 21µM*	15%	x
O=C(CCN1C(=O)/C(=C/c2ccccc2F)SC1=S)NCCCN1CCOCC1
→ u	1%	-27%
COc1ccccc1C1=NOC(Cn2c(NCCCO)nc3c2c(=O)n(C)c(=O)n3C)C1 (stereo not drawn)
→ 4%	1%	-5%
COc1ccc(NC(=O)COC(=O)CCNC(=O)c2ccco2)cc1Cl
→ 0%	4%	x
O=C(C1CCN(S(=O)(=O)N2CCC3(CC2)OCCO3)CC1)N1CCOCC1
→ -6%	-4%	4%
Cc1ccc(C(=O)COc2ccccc2-c2ccccc2)cc1
→ 23µM*	1%	u
CN(C)/C=N/c1nc(-c2ccc3ccccc3c2)cs1
→ -25%	-26%	-10%
CN1CCN(Cc2cc(COCc3ccccc3)c3cccnc3c2O)CC1
→ 3.3µM*	-18%	-13%
Cc1cc(C)c2c(n1)SCCN2C(=O)Nc1ccc(C(=O)Nc2ccc(C(C)C)cc2)cc1
→ u	-5%	x
Cc1cccc(CSC2=NCCN2C(=O)c2ccc(S(=O)(=O)N(C)C)cc2)c1
→ u	9%	1%
COc1cccc(S(=O)(=O)NCc2ccc(C(=O)NCc3ccccn3)cc2)c1
→ 0.92µM*	4%	-1%
Cc1cc(C(=O)NN=Cc2c(C)[nH]c3ccccc23)c(C)o1
→ u	0%	x
CC(C)c1ccc(OCC(=O)NNC(=S)NC(=O)c2ccco2)c(Br)c1
→ u	-2%	-1%
COc1cc(C(=O)N2CC(=O)Nc3ccc(C)cc3C2c2ccc(F)cc2)cc(OC)c1OC (stereo not drawn)
→ u	7%	x
Cc1cccc(NC(=O)c2ccc([N+](=O)[O-])s2)n1
→ 8.2µM*	22%	2%
Nc1nccc(SCc2ccc(Cl)cc2Cl)n1
→ 6%	-13%	x
COc1ccccc1CNS(=O)(=O)c1cc(Br)cc2c1N(C(C)=O)C(C)C2 (stereo not drawn)
→ u	-7%	x
O=C1C2C3C=CC(C3)C2C(=O)N1c1ccc2ccccc2c1 (stereo not drawn)
→ 11%	0%	5%
CC(C)CN(C(=O)COC(=O)c1ccc(C#N)cc1)C1CCS(=O)(=O)C1 (stereo not drawn)
→ 13%	0%	x
COCCCC1CCN(Cc2nc(-c3ccccc3)no2)CC1
→ -14%	13%	0%
CN1C(CC(=O)Nc2ccc(Br)cc2)c2ccccc2CC1(C)C (stereo not drawn)
→ u	-17%	7%
CNC(=O)c1cc(S(=O)(=O)Nc2ccc(C)cc2C)ccc1C
→ -29%	-1%	-1%
CC(=O)N1CCc2cc(S(=O)(=O)NC(CC(C)C)C(=O)Nc3cc(C)ccn3)ccc21 (stereo not drawn)
→ 9%	-3%	2%
CCOc1ccc(NC(=O)NN2C(C)CCCC2C)cc1 (stereo not drawn)
→ u	-13%	-2%
O=C1/C(=C/c2ccccc2Cl)SC(=S)N1CCC(=O)N1CCCCC1CCO (stereo not drawn)
→ 16µM*	-27%	-1%

Copied from the list.
CC(C)CN(C(=O)COC(=O)c1ccc(C#N)cc1)C1CCS(=O)(=O)C1 (stereo not drawn) – TDP1 cell CPT: 13%
COCCCC1CCN(Cc2nc(-c3ccccc3)no2)CC1 – TDP1 cell CPT: -14%
CNC(=O)c1cc(S(=O)(=O)Nc2ccc(C)cc2C)ccc1C – TDP1 cell CPT: -29%
COc1ccccc1CNS(=O)(=O)c1cc(Br)cc2c1N(C(C)=O)C(C)C2 (stereo not drawn) – FEN1 inh: -7%
Cc1cc(C(=O)NN=Cc2c(C)[nH]c3ccccc23)c(C)o1 – FEN1 inh: 0%
COc1cc(C(=O)N2CC(=O)Nc3ccc(C)cc3C2c2ccc(F)cc2)cc(OC)c1OC (stereo not drawn) – FEN1 inh: 7%
O=C1C2C3C=CC(C3)C2C(=O)N1c1ccc2ccccc2c1 (stereo not drawn) – TDP1 cell CPT: 11%

Back to the main list with the 3 entries that preceded the break.
The line under a structure holds: TDP1 cell CPT	FEN1 inh	N370S GC
CC(=O)N1CCc2cc(S(=O)(=O)NC(CC(C)C)C(=O)Nc3cc(C)ccn3)ccc21 (stereo not drawn)
→ 9%	-3%	2%
CCOc1ccc(NC(=O)NN2C(C)CCCC2C)cc1 (stereo not drawn)
→ u	-13%	-2%
O=C1/C(=C/c2ccccc2Cl)SC(=S)N1CCC(=O)N1CCCCC1CCO (stereo not drawn)
→ 16µM*	-27%	-1%
O=C(c1cccc(N2CCNC2=O)c1)N1CCCC(Nc2cccc(F)c2)C1 (stereo not drawn)
→ -16%	2%	-27%
CCOc1ccccc1CN1CCC(Oc2ccc(C(=O)NCc3ccccn3)cc2)CC1
→ u	18%	-2%
COc1ccc(NC(=O)Nc2c[nH]c(=O)[nH]c2=O)cc1
→ 3%	-33%	-8%
CCc1ccc(CNC(=O)Cc2c(C(=O)O)c(C)cn2C)cc1
→ 6%	-4%	x
Cc1cccc(N2CCN(C(=O)Cn3nc(C)n4cccc4c3=O)CC2C)c1 (stereo not drawn)
→ u	9%&0%	1%
COc1ccc(C)cc1NC(=O)N1CCN(c2nnc(C)c3c(C)n(-c4ccccc4)nc23)CC1
→ -2%	15%	x
CCCC(=O)C1=C(N(C)c2ccccc2)CC(C)(C)C(C(=O)OC)C1=O (stereo not drawn)
→ 3%	-3%	1%
CC(=O)N[C@H]1[C@H](OCc2ccccc2F)O[C@H](COC(C)=O)[C@@H](OC(C)=O)[C@@H]1OC(C)=O
→ 6%	15%	-16%
Cc1cc(C)n(-c2nc(NCCO)c3c4c(sc3n2)CCCC4)n1
→ u	1%	13%
COc1cc(/C=N/n2nnnc2N)ccc1O
→ 1%	0%	-12%
CC(=O)N1CCN(CC(=O)c2ccc(Br)cc2)CC1
→ -21%	5%	-1%
NC(=O)c1ccc(NC(=O)C2CCCC2)cc1
→ 20%	1%	0%
CC(=O)Nc1ccc(N(C)S(C)(=O)=O)cc1
→ 0%	-10%	7%
Fc1ccc(NC(=S)NC2CCN(Cc3ccccc3)CC2)cc1
→ u	8%	-1%
Cc1cc([N+](=O)[O-])ccc1NC(=O)CN1CCN(Cc2ccccc2)CC1
→ -7%	-10%	-4%

Three entries from above, sorted by formula weight, descending:
The line under a structure holds: TDP1 cell CPT	FEN1 inh	N370S GC
CCCC(=O)C1=C(N(C)c2ccccc2)CC(C)(C)C(C(=O)OC)C1=O (stereo not drawn)
→ 3%	-3%	1%
CCc1ccc(CNC(=O)Cc2c(C(=O)O)c(C)cn2C)cc1
→ 6%	-4%	x
CC(=O)Nc1ccc(N(C)S(C)(=O)=O)cc1
→ 0%	-10%	7%

More results:
The line under a structure holds: TDP1 cell CPT	FEN1 inh	N370S GC
CCOC(=O)c1cc(NC(=O)c2cccnc2)ccc1N1CCOCC1
→ 5%	3%	-20%
O=C1Nc2cc(Cl)c(Cl)cc2N(O)N1c1ccc(Cl)c(Cl)c1
→ -5%	5%	8%
Cc1ccc(C(=O)Cc2ccccc2)o1
→ -16%	-4%	1%
COC(=O)C(C)Sc1ncnc2c1c(-c1ccccc1)cn2-c1ccc(OC)cc1 (stereo not drawn)
→ u	-2%	6%
CCOc1cc(NS(=O)(=O)c2ccccc2)c(OCC)cc1NC(=O)c1ccco1
→ u	9%	1%
COc1ccc(CNC(=O)C(C)n2ccc3cc(S(=O)(=O)N4CCCCCC4)ccc32)cc1 (stereo not drawn)
→ u	-14%	-7%
COCCn1c(SCC(=O)N2CC(=O)Nc3ccccc32)nnc1-c1ccoc1C
→ 3%	-3%	9%
COc1ccccc1N(CC(=O)Nc1cc(S(=O)(=O)N(C)C)ccc1C)S(=O)(=O)c1cccs1
→ u	7%	x
N/C(=N\OC(=O)COc1ccc2ccccc2c1)c1ccccn1
→ -1%	-25%	13%
COc1ccc(S(=O)(=O)NC2CCN(Cc3ccccc3)CC2)cc1NC(C)=O
→ -28%	20%	x
CCn1c(COc2ccc(=O)n(-c3ccccc3)n2)nnc1SCc1cccc(OC)c1
→ -10%	4%	6%
O=S(=O)(Nc1ccc(-c2ccc(N3CCOCC3)nn2)cc1)c1ccc(Cl)c(Cl)c1
→ 1%	-9%	-20%
CCCOc1ccc(C(=O)N2CCN(Cc3ccc4c(c3)OCO4)CC2)cc1
→ -1%	1%	-8%
Cc1ccc(Nc2nc(N)nc(CN3CCN(Cc4ccc5c(c4)OCO5)CC3)n2)cc1C
→ u	-8%	-14%
CCc1cc2cccc(C)c2nc1SCC(=O)NNC(=O)c1ccco1
→ -6%	-13%	8%
